Pf gametocyte: kills late stage P. falciparum gametocytes; P. falciparum stage V gametocytes, ATP luminescence, 24 h; inhibition, % at 10.9 µM; actives 0.065% (n = 150,000);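 active = inhibition above the mean plus 3 SD of compounds within the control limits, set per campaign, cut at about 38% in these data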;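 also: 0% = DMSO wells and 100% = medium only without gametocytes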
Active calls of the source: *.

SMILES	Pf gametocyte
CN(Cc1ccco1)c1ncnc2ccc(-c3ccccc3Cl)cc12	2.0
COc1ccc([C@@H]2CC=C(C(=O)O)CN2S(=O)(=O)c2ccc(Cl)cc2)cc1	-6.1
Cc1cccc(OCCNC(=O)CCc2ccccc2)c1	-6.5
CN=C1S/C(=C\c2ccc(O)c(OC)c2)C(=O)N1C	8.8
COc1ccc(Cc2nnc(NC(=O)Nc3ccccc3F)s2)cc1	-19.0
CCOc1ccc(C(C)(C)C)cc1S(=O)(=O)Nc1ccncc1	0.9
Cn1cnc2c(=O)sc3ccccc3c21	-7.3
CCC(CO)Oc1cc(NC(=O)c2ccc(F)cc2)c2ncn(C(C)C)c2c1 (stereo unspecified)	-27.8
COc1cc(OC)cc(-c2c(C#Cc3ccsc3)c3cc(-c4ccc5cc[nH]c5c4)ccc3n2C)c1	-4.8
CC(=O)Nc1ccc(S[C@@H](CCN2CC[C@H](O)CCC2=O)c2ccccc2)cc1	2.0
Cc1cc(C)cc(OCc2nc3ncc(Br)cc3[nH]2)c1	-8.3
Cn1c(=O)c2c(nc(Oc3ccccc3N)n2C)n(C)c1=O	-6.3
C#CCOCCOCCOCCNc1nc(N2CCN(C(=O)CCCCCCCCCCNC(=O)Cn3cc(C[C@@H](C)O)nn3)CC2)nc(N2CCN(C(=O)CCCCCCCCCCNC(=O)[C@@H](CCC(=O)O)n3cc(CCCCCN)nn3)CC2)n1	18.2
O=C(Nc1ccccc1F)C1COc2ccccc2O1 (stereo unspecified)	-6.7
CC(NC(=O)OCc1ccccc1)c1ccccc1 (stereo unspecified)	5.9
Cc1ccc2ccc(C3C(=O)c4ccccc4C3=O)nc2c1	10.4
OCCN1CCN(Cc2ccc3ccccc3c2)CC1	10.6
CC1CCC(=O)N(CCC#N)CC1 (stereo unspecified)	4.4
C=CC[C@@H](CC(=O)N[C@@H](CO)Cc1ccccc1)C(=O)N[C@H](C)COC(=O)[C@@H](CC=C)Cc1ccc(F)cc1	-9.2
Cn1c(-c2ccc(Br)cc2)cnc1NCc1ccc(C#N)cc1	11.8
O=C(CSc1ncnc2c1oc1ccccc12)N1CCN(c2ccccc2)CC1	-2.1
Cc1ccc(C)c(NCC(=O)c2ccc(Cl)cc2)c1	-15.3
Cc1ccc(Cn2c(N3CCN(C)CC3)nc3c2c(=O)[nH]c(=O)n3C)cc1	21.8
COc1ccc2c3c([nH]c2c1)C(C)N(CCC(=O)NN)CC3 (stereo unspecified)	-15.4
COc1ccc(OC)c(N(CC(=O)N2CCOCC2)S(C)(=O)=O)c1	4.7

Next entries
SMILES	Pf gametocyte
CC(C)(C)OC(=O)C[C@@H]1C/C=C\C[C@@H](CC(=O)N[C@@H](CO)Cc2ccccc2)C(=O)NC[C@@H](c2ccccc2)OC1=O	-11.0
Oc1ccc(Nc2ncnc3ccccc23)cc1	-5.7
CCOC(=O)Cn1nc(NC(=O)c2cc(OC)cc(OC)c2)cc1C	12.1
Cc1ccc2nc(C(Cl)(Cl)Cl)nc(N/N=C/c3ccc([N+](=O)[O-])cc3)c2c1	18.1
COc1cc(NC(=O)C2CC3CCC2C3)c(OC)cc1Cl (stereo unspecified)	17.8
CC(O)CSc1nc2c(c(=O)[nH]c(=O)n2C)n1Cc1ccccc1Cl (stereo unspecified)	-5.0
COc1cc(OC)cc(-c2sc3ccc(OC)cc3c2-c2ccc3cc[nH]c3c2)c1	5.1
Cc1nc(NC2=NCN(Cc3cccnc3)CN2)nc2ccccc12	11.1
CCS(=O)(=O)N1CCC(C(=O)Nc2ccc(C(C)=O)cc2)CC1	20.8
COc1ccc(-c2nn(-c3ccccc3)cc2C(=O)Nc2cccc(C(=O)O)c2)cc1[N+](=O)[O-]	8.5
CCOC(=O)COc1ccc(C(c2c(C)[nH][nH]c2=O)c2c(C)[nH][nH]c2=O)cc1	-3.1
COc1cc(C(=O)N(C)CC2CCN(CCc3cccc(C(F)(F)F)c3)CC2)ccc1C	8.0
Cc1nc2c(c(=O)c3ccccc3n2C)c(=O)n1C1CCCC1	-3.4
COC(=O)C1(C)NC(c2ccc(O)cc2)C2C(=O)N(c3ccc(F)cc3)C(=O)C21 (stereo unspecified)	-13.5
CN1C(=O)[C@H]2[C@@H](/C=C/c3ccccc3)N3C(=O)CN(Cc4ccccc4)C(=O)[C@@]3(C)[C@H]2C1=O	20.5
CCCn1c2ccccc2c2nnc(SCCN3CCOCC3)nc21	-15.9
Cc1sc2nc(SCCO)n(-c3ccccc3)c(=O)c2c1C	-43.0
CC(C)(C)CNC(=O)c1cccc2c1C(=O)c1ccc(N3CCCC3)cc1S2(=O)=O	7.3
O=C(O)CCC(=O)OCCc1cc2ccccc2c(=O)o1	7.7
C/C=C/C1=CC(=O)C[C@H](c2ccc(Cl)cc2)C1	-36.1
C/C(=N/Nc1ccnc2cc(Cl)ccc12)c1ccc(N)cc1	-44.4
O=C1c2cc(O)c(O)cc2S(=O)(=O)C1c1ccccc1 (stereo unspecified)	6.6
CSCCNC(=O)c1ccc2nc(Cc3ccccc3F)oc2c1	5.4
COc1ccc(C(=O)Nc2ccccc2)cc1NC(=O)c1ccc([N+](=O)[O-])cc1	5.6
O=C1N[C@H](Cc2ccccc2)CO1	-1.7

Additional compounds follow:
SMILES	Pf gametocyte
CCOc1ccc(NC(=O)C2CCCN(S(C)(=O)=O)C2)cc1 (stereo unspecified)	23.4
COc1ccc(C2NC(=O)NC(C)=C2C(=O)OC2CCCC(C)C2)cc1 (stereo unspecified)	4.8
Cc1ccc(C(C)C)c(OCC(O)CNC2CCCC2)c1 (stereo unspecified)	-0.1
COCCC(=O)N1CCc2ccc(NC(=O)c3ccc(C(F)(F)F)cc3)cc2C1	-13.4
Clc1ccccc1N1CCN(Cc2c[nH]c3ccccc23)CC1	-1.5
COc1cc(NC(=O)c2ccccc2Cl)c2ncccc2c1	24.3
COc1ccc(-c2cc3ccccc3cn2)cc1	10.0
O=C(Nc1ccc2[nH]ncc2c1)c1ccc(F)cc1	13.3
C#CCOCCOCCOCCNc1nc(N2CCN(C(=O)[C@H](CCCCN)n3cc([C@@H](N)CC(N)=O)nn3)CC2)nc(N2CCN(C(=O)[C@H](CCCCN)n3cc([C@@H](N)CC(N)=O)nn3)CC2)n1	17.7
CN(C(=O)c1ccc(NC(=O)Cc2cccc([N+](=O)[O-])c2)cc1)C1CC1	15.5
CC(=O)c1oc2ccccc2c1NC(=O)COC(=O)c1ccc(-n2nc(C)cc2C)cc1	1.1
Cc1ccc(C(=O)N(CCN(C)C)CC2CCCN(Cc3ccccc3F)C2)cc1C (stereo unspecified)	-2.7
CC(C)(CO)CNC(=O)CCc1nnc(-c2ccc(-c3ccccc3)cc2)o1	-8.3
CC(CCN1CCOCC1)c1ccccc1 (stereo unspecified)	7.4
Cc1ccc(S(=O)(=O)N2[C@@H](c3ccccc3)C(C(=O)O)=CC[C@H]2c2cccs2)cc1	-6.3
O=C(O)C1CC1(c1ccccc1)c1ccccc1 (stereo unspecified)	14.9
O=C(NCc1cccc2ccsc12)c1cccs1	13.1
O=C(NS(=O)(=O)c1ccc(Cl)s1)c1ccccc1	3.1
NC(=O)C1CCN(S(=O)(=O)c2ccccc2[N+](=O)[O-])CC1	-0.2
C=CCn1c(NC(=O)c2ccc(C)cc2)nc2ccccc21	20.6
Clc1ccc(SCCOCCN2CCCCCC2)cc1	-7.9
COc1ccc(NC2=CC(=O)CC(c3ccc(C)cc3)C2)c(OC)c1 (stereo unspecified)	0.4
CCOC(=O)c1cc(NC(=O)c2cccnc2)ccn1	8.1
Cc1ccc(SCCN2CCC(C)CCC2=O)cc1 (stereo unspecified)	7.4
CC(=O)c1cccc(NC(=O)CN2C(=O)c3ccccc3C2=O)c1	-7.8

Part of the list above in order of molecular weight, high to low.
SMILES	Pf gametocyte
CC(=O)c1oc2ccccc2c1NC(=O)COC(=O)c1ccc(-n2nc(C)cc2C)cc1	1.1
Clc1ccc(SCCOCCN2CCCCCC2)cc1	-7.9
O=C(Nc1ccc2[nH]ncc2c1)c1ccc(F)cc1	13.3
O=C(O)C1CC1(c1ccccc1)c1ccccc1 (stereo unspecified)	14.9
COc1ccc(-c2cc3ccccc3cn2)cc1	10.0

Continuation:
SMILES	Pf gametocyte
O=C(CN1CCCCCC1)N/N=C/c1ccc2ccccc2c1	15.1
c1nc(CCO[C@H]2CCCCO2)cc2cc3c(cc12)OCO3	-17.7
CC(C)=CCN1CCN(Cc2cn(C(C)C)c3ccccc23)CC1CCO (stereo unspecified)	4.9
Cc1[nH][nH]c(=O)c1C(c1ccc(Br)cc1)c1c(C)[nH][nH]c1=O	0.7
NS(=O)(=O)c1ccc(-c2c(-c3ccccc3)sc3ccccc23)cc1	-15.1
COc1ccc(N2CCN(C3CCCN(C(=O)CSC)C3)CC2)cc1 (stereo unspecified)	19.1
COc1ccc2oc(=O)c(C(=O)NCc3ccc(C)cc3)cc2c1	2.8
COc1ccc(OC)c(N(CC(=O)N2CCCC2)S(C)(=O)=O)c1	10.3
COc1ccc(-c2c(-c3ccccc3OC)oc3ccccc23)cc1F	-5.8
Cc1cccc(OCCCN2CCOCC2)c1	0.3
Cc1cccc(C(=O)Nc2ccc(S(=O)(=O)N3CCOCC3)cc2C)c1	-5.7
Cc1ccc(CNn2cn[nH]c2=S)cc1	6.6
CCn1c(CNC(=O)c2ccc(F)cc2)cc2ccccc21	-1.6
CCOC(=O)c1ccc(NC(=S)NCc2ccc(F)cc2)cc1	-26.4
COc1ccc(OC)c(C(=O)NC(CC(N)=O)c2ccc(N3CCCCCC3)c([N+](=O)[O-])c2)c1 (stereo unspecified)	-23.4
Oc1ccc(C[C@H]2CNCCN2CCc2cccc(F)c2)cc1	25.8
COc1cc(OC)cc(C(=O)NNS(=O)(=O)c2ccc(F)cc2)c1	-7.6
O=S(=O)(c1ccccc1)[C@@]1(c2ccc(Br)cc2)C[C@@H]2ON=C(c3cccc(Br)c3)[C@@H]2C1	1.1
COc1ccc(Br)cc1CN1CCC(N2CCCC2)CC1	3.1
Cc1ccc(C23CC4CC(CC(C(=O)NN)(C4)C2)C3)cc1	8.1
COc1cc(NC(=O)C(C)C)ccc1NC(=O)c1cc2ccccc2o1	19.1
O=C(CNC(=O)Cc1ccccc1)NCC(=O)N1CCN(C(c2ccccc2)c2ccccc2)CC1	0.9
C/C(=C\C(=O)c1ccccc1)Nc1ccc(Br)c(Cl)c1	-22.8
O=C(Nc1ccc(F)c(Cl)c1)C1CCCCC1	-0.8
COc1ccc(-c2cc(-c3ccc(Cl)cc3)c(C#N)c(SCC(=O)O)n2)cc1	-11.4

Retrieved by structure from above:
SMILES	Pf gametocyte
c1nc(CCO[C@H]2CCCCO2)cc2cc3c(cc12)OCO3	-17.7
O=C(CN1CCCCCC1)N/N=C/c1ccc2ccccc2c1	15.1
Cc1[nH][nH]c(=O)c1C(c1ccc(Br)cc1)c1c(C)[nH][nH]c1=O	0.7
COc1ccc(OC)c(N(CC(=O)N2CCCC2)S(C)(=O)=O)c1	10.3
Cc1ccc(CNn2cn[nH]c2=S)cc1	6.6
C/C(=C\C(=O)c1ccccc1)Nc1ccc(Br)c(Cl)c1	-22.8
COc1ccc(N2CCN(C3CCCN(C(=O)CSC)C3)CC2)cc1 (stereo unspecified)	19.1

Following part.
SMILES	Pf gametocyte
COc1ccc(CC2SC(N)=NC2=O)cc1 (stereo unspecified)	2.3
COc1cccc(-c2sc3ccc(OC)cc3c2-c2ccc(OC)cc2F)c1	15.0
O=C(Cc1ccccc1)Nc1ncnc2c1C(c1ccccc1)c1c(ccc3ccccc13)O2 (stereo unspecified)	-57.2
CC(=O)c1ccc(Nc2nc(-c3cccnc3)cs2)cc1	4.3
COc1ccccc1NC(=S)NCc1ccccc1	-1.2
Cc1ccc2cc(C#N)c(N3CCN(C(=O)c4ccccc4)CC3)nc2c1	-21.1
COc1ccc(C2CC(c3ccccc3)=NN2C(=O)CCC(=O)O)cc1 (stereo unspecified)	-12.2
Brc1cccc(OCCCNC2CCCC2)c1	3.0
Cn1c2ccc(F)cc2c2nnc(SCC(=O)Nc3cccc(O)c3)nc21	-7.5
CCOc1c2ccccc2nn1CCOC	13.1
C=CCc1cc(C)ccc1OCCCn1ccnc1	0.5
COc1ccc2c(-c3cnc(N4CCOCC4)nc3)c(-c3ccc(S(C)(=O)=O)cc3)sc2c1	-6.3
CNC(=O)c1[nH]cnc1C(=O)Nc1ccccc1	8.6
C#CCOCCOCCOCCNc1nc(N2CCN(C(=O)[C@H](C)n3cc(CCC(=O)O)nn3)CC2)nc(N2CCN(C(=O)[C@H](C)n3cc(CCC(=O)O)nn3)CC2)n1	-8.2
O=C(Nc1scc(-c2ccccc2)c1C(=O)O)c1ccccc1F	17.2
Cc1cc(/C=N/n2cnnc2)c(C)n1-c1ccc2ncccc2c1	-1.3
C=CCC[C@H](Cc1ccc(F)cc1)C(=O)OC[C@H](Cc1c[nH]c2ccccc12)NC(=O)[C@@H](CC=C)CC(=O)NCCO	0.0
O=C(NNS(=O)(=O)c1ccc(F)cc1)c1ccccc1F	7.4
Cc1ccc(CNC(=O)c2cccc3c2C(=O)c2ccc(N4CCC(C)CC4)cc2S3(=O)=O)cc1	-9.5
Cc1cc(-c2ccccc2)nc(Nc2nc3c(C)cccc3c(=O)[nH]2)n1	1.9
COc1ccc(NC(=O)NCCN2CCN(c3cc(OC)ccc3OC)CC2)cc1	0.8
O=[N+]([O-])c1ccccc1OCCNCc1ccccc1	22.8
Cc1nn2c(N)c(-c3ccccc3)cnc2c1-c1ccccc1	1.5
O=C(NCC(=O)N1CCCCCC1)c1ccc(Br)cc1	-8.7
O=C(Nc1ccc(S(=O)(=O)N2CCOCC2)cc1)c1cc([N+](=O)[O-])ccc1Cl	-8.6

Carrying on:
SMILES	Pf gametocyte
COc1cc(CN2CCCC(N3CCN(c4ccc(F)cc4)CC3)C2)ccc1F (stereo unspecified)	0.4
CCc1cnccc1CCC(=O)Nc1ccccc1C	10.8
CC(C)(C)c1ccccc1OCC(O)CN1CCN(c2ccccn2)CC1 (stereo unspecified)	-44.3
CC(=O)c1ccc(NC(=O)C[n+]2cccc(C)c2)cc1	1.8
O=C(NCCNc1ccc([N+](=O)[O-])cc1)c1ccccc1F	-18.1
O=[N+]([O-])c1cccc(S(=O)(=O)N2CCCCC2)c1	-14.4
c1ccc(Cc2c[nH]c3ccccc23)cc1	17.7

Not all compounds are listed; the hit share may differ from the screen's.
